HRP luminol no ALR: HRP/luminol detection interference without ALR, dose response, artefact control for ALR inhibitor project, biochemical, luminescence, no ALR or DTT; HRP/H2O2 luminol luminescence counterscreen, no ALR; AID 540356, 2011; 15% of 2,500 active; activity change, negative = inhibition, % at the top dose, mostly 10 µM; hits show AC50 in µM;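 active means signal-lowering compounds whose fitted half-maximal concentration AC50 is no higher than ten times their top tested concentration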;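 further: 0% = median of neutral control wells and -100% = median of quercitin 100 µM wells; many of its hits are not listed in these tables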
Starred values were filed as active, the others as inactive.

structure	HRP luminol no ALR
Cc1cc(N/N=C/c2ccccc2F)c2ccccc2n1	-5.5%
CCn1c(CNc2ccc(Cl)cc2)nnc1SCCN1CCCCC1	-1.2%
Cc1ccc2c(C)c(C(=O)Nc3ccc(S(=O)(=O)Nc4onc(C)c4C)cc3)oc2c1	-7.0%
Brc1c(CSc2nnc(-c3ccco3)o2)nc2ccccn12	-5.4%
COc1ccccc1C(NC(C)=O)c1c(O)ccc2ccc(O)cc12 (centres undefined)	-8.2%
COC(=O)c1cc(-c2c(C)nn(-c3ccccc3)c2C)n[nH]1	0.0%
S=c1[nH]nc(-c2ccc3ccccc3n2)o1	-18%
CC(=O)Nc1sc(NC(=O)c2ccccc2)nc1-c1cccs1	-1.5%
O=[N+]([O-])c1cccc(-c2n[nH]c(=S)n2-c2ccc(Br)cc2)c1	-7.4%
Cc1ccc(Nc2c(-c3ccccc3O)nc3cnccn23)cc1	0.9%

Random excerpt: two compounds from above.
structure	HRP luminol no ALR
O=[N+]([O-])c1cccc(-c2n[nH]c(=S)n2-c2ccc(Br)cc2)c1	-7.4%
Cc1ccc2c(C)c(C(=O)Nc3ccc(S(=O)(=O)Nc4onc(C)c4C)cc3)oc2c1	-7.0%

Later entries:
structure	HRP luminol no ALR
O=C1NN(c2ccccc2)C(=O)/C1=C/c1ccc(-c2ccc(C(=O)O)cc2)o1	-8.2%
O=C(NNc1c2ccccc2nc2ccccc12)c1ccc(O)cc1O	-6.8%
CC1(C)CN(c2ccccc2)N(C(=O)c2ccc(C#N)cc2)C1=O	-8.0%
COc1ccc(N2CC(NC(=O)N3CCN(c4ccccc4)CC3)CC2=O)cc1 (centres undefined)	-2.6%
Cc1ccccc1NCCC(=O)Nc1ccc(Cl)cc1	1.3%
O=c1[nH]c(=S)[nH]c2sccc12	4.1%
Cc1cccc(C(=O)N2CCCC(N3CCN(c4ccc(F)cc4)CC3)C2)n1 (centres undefined)	-7.0%
O=C(NC1CC1)c1ccc(CSCc2ccccc2Cl)o1	-1.9%
Cc1ccc2nc(-c3ccccn3)c(NC3CCCC3)n2c1	-16%
CC(=O)Nc1ccc(S(=O)(=O)Nc2ccc(Nc3ccccc3)cc2)cc1	-7.7%
Cn1c(CSCc2ccc(Cl)c(Cl)c2)n[nH]c1=S	-3.7%
COc1ccc(NC2CCCN(C(=O)c3csc(C(C)C)n3)C2)cc1 (centres undefined)	-9.5%
O=C(O)CCCCCNc1nc(=S)[nH]c2ccccc12	-6.4%
CCc1ccc(/C=C2\SC(=S)N(CCCC(=O)Nc3ccccc3C(=O)O)C2=O)cc1	-10%
O=C(c1ccc(Cl)s1)N1CCN(c2ccccc2)CC1	-8.1%
O=C(NNc1cc(Br)c(O)c(Br)c1)c1ccccc1	-1.5%
N=C1/C(=C\c2ccc(Br)o2)C(=O)N=C2SC(CC(=O)N3CCCCC3)=NN12	-4.6%
CCn1cnc2cc(NCc3ccncc3)ccc21	-6.3%
CCCc1[nH][nH]c(=O)c1C(c1ccc(Br)cc1)C(C#N)C#N (centres undefined)	-7.0%
O=C(O)C1CSC(c2coc3ccccc3c2=O)N1 (centres undefined)	-1.6%
Nc1cc(=O)[nH]n1C1CCN(c2ccccc2)CC1	-2.9%
CC1CCCCC12NC(=O)N(CC(=O)Nc1ccc(S(=O)(=O)Nc3ncccn3)cc1)C2=O (centres undefined)	-0.9%
CN(C)/C=N/c1sc2c(c1C#N)CCC2	-0.2%
Oc1ccc(Br)cc1-c1cc(-c2ccco2)[nH]n1	-3.9%
COc1cccc(NC(=O)CN2CCN(c3ccc(F)cc3)CC2)c1	0.1%
CCN(CC)c1ccc(CNc2ccc3c(c2)ncn3CC)cc1	-4.0%
Cc1c(Cl)c(-c2n[nH]c(=S)n2-c2ccc(F)cc2)nn1C	-10%
CCn1c(NC(=O)c2ccc(C)cc2)c2ccccc2nc1=O	-1.8%
CCN(CC)c1ccc(CN(C(=O)c2cccs2)C2CCS(=O)(=O)C2)cc1 (centres undefined)	-3.9%
CCN(C(=O)CN1CCN(c2ccccc2O)CC1)c1c(N)n(Cc2ccccc2)c(=O)[nH]c1=O	6.0%

Laid out differently: four of the compounds above.
CCN(CC)c1ccc(CNc2ccc3c(c2)ncn3CC)cc1
  HRP luminol no ALR: -4.0%

Cc1c(Cl)c(-c2n[nH]c(=S)n2-c2ccc(F)cc2)nn1C
  HRP luminol no ALR: -10%

CCn1c(NC(=O)c2ccc(C)cc2)c2ccccc2nc1=O
  HRP luminol no ALR: -1.8%

CCN(CC)c1ccc(CN(C(=O)c2cccs2)C2CCS(=O)(=O)C2)cc1 (centres undefined)
  HRP luminol no ALR: -3.9%

Carrying on.
structure	HRP luminol no ALR
CC(=O)Oc1cc2oc(=O)cc(C)c2cc1OC(C)=O	-16%
Cn1nc(-c2ccc(Cl)cc2)c2cc(C(=O)NC3CC3)sc21	1.3%
O=C(Cn1cnc2ccccc21)N/N=C/c1ccccn1	-0.5%
O=C(c1c[nH]c2ccccc12)N1CCN(c2ccccc2)CC1	-1.3%
Cn1cnc2cc(NCc3ccccc3O)ccc21	-1.5%
CCN(CC)S(=O)(=O)c1cccc(-c2csc(C)n2)c1	-2.0%
COc1ccc(NC(=O)c2cccnc2N2CCCC2)cc1	0.4%
Cc1cc(Nc2ccccc2)n(-c2ccc(C(=O)O)cc2)n1	-8.6%
Cn1c(-c2ccc(F)cc2)cnc1NCc1ccc(F)cc1	-1.4%
COc1ccc(SCCc2ccncc2)cc1	0.2%
O=C(c1n[nH]c2c1CCC2)N1CCCC(Nc2cccc(F)c2)C1 (centres undefined)	2.0%
O=S(=O)(NCC(c1ccco1)N1CCc2ccccc21)c1ccccc1 (centres undefined)	9.7%
COc1ccc(CNc2ncc(-c3cccc([N+](=O)[O-])c3)n2C)c(OC)c1OC	1.6%
O=C1CCCN1CCCNc1ncnc2c1[nH]c1ccc(Cl)cc12	-0.8%
c1ccc(-n2cnc3cc(NCc4ccccn4)ccc32)cc1	-8.9%
CCN1C(=O)c2cccc3c(N)ccc1c23	-5.4%
COc1ccc(-c2cc(C(F)F)n3ncc(C(=O)n4ccnc4C)c3n2)cc1	1.3%
Cc1ccn2c(NC3CCCC3)c(-c3ccccn3)nc2c1	-4.3%
Cc1ccnc(NC(c2ccccn2)c2c(C)[nH]c3ccccc23)c1 (centres undefined)	-3.2%
Nc1cc([N+](=O)[O-])ccc1Nc1ccc(O)cc1	-8.2%
COc1ccc(C(=O)n2cc(C(=O)c3cc(C)ccc3O)cn2)cc1	1.0%
CC12CCC(C(=O)N/N=C/c3ccc(O)cc3)(OC1=O)C2(C)C (centres undefined)	8.2µM*
O=C(c1ccc2c(c1)OCO2)N1CCN=C1SCc1ccccc1	-5.2%
Cc1ccc(-c2nn(-c3ccccc3)cc2CN(Cc2ccccc2)C(=O)CCC(=O)O)o1	-7.4%
O=C(Nc1ccccc1F)c1ccc(Cn2cc(Cl)cn2)cc1	4.6%
CC(C)c1ccc(NC2CCCN(C(=O)CCCn3cncn3)C2)cc1 (centres undefined)	-0.7%
CCN1CCN(C(=O)c2ccc3c(Cl)c4c(nc3c2)CCCC4)CC1	-5.4%
O=C(Nc1nnc(-c2ccco2)o1)c1cccc(Cl)c1	-0.6%
CCNc1ccc(S(=O)(=O)N(C)C)cc1NCC(=O)Nc1ccccc1F	-4.4%
Cc1[nH]oc(=O)c1N=Nc1c(Cl)cccc1Cl	-0.1%
Cc1ccc(NC2CCCN(C(=O)c3ccc4nccnc4c3)C2)cc1C (centres undefined)	-1.8%
COc1cc(C(=O)NCC(c2cccnc2)N2CCN(c3ccccc3)CC2)cc(OC)c1OC (centres undefined)	-1.2%
Cc1ccccc1NC(=O)Cc1nc(CCl)cs1	2.5%
Cc1cc(Sc2nnc(/N=C/N(C)C)s2)c2ccccc2n1	-1.6%
Nc1ccccc1C(=O)NNc1c2ccccc2nc2ccccc12	-0.1%
Nc1ccccc1Sc1c[nH]c2ccccc12	-2.2%
CN(C)CCCSc1nc2ccccc2s1	1.6%
CCn1cc(-c2ccccc2)c(C(=O)O)c1-c1ccc(OC)cc1	-2.2%
O=[N+]([O-])c1ccc2c(c1)CNc1ccccc1O2	4.0%
O=C1NC(=O)/C(=C/c2cc3c(cc2Br)OCO3)S1	-3.0%
O=S(=O)(Nc1ccc(N2CCCCC2)cc1)c1ccccc1F	-2.2%
Cc1ccc(Nc2nnns2)cc1C	-2.3%
COc1cc(NS(=O)(=O)c2ccc(NC(=O)NC3CCCCC3)cc2)nc(OC)n1	-1.9%
Cc1occc1C(=O)N1CCCC(Nc2ccc(C(C)C)cc2)C1 (centres undefined)	-3.6%
COc1ccc(C(=O)N/N=C/C2CC=CCC2)cc1OC (centres undefined)	1.4%
CCCCCn1c(Br)nc2c1c(=O)n(CC(N)=O)c(=O)n2C	0.3%
Cc1cc(C(=O)NC2CCCc3c2cnn3-c2ccc(C)c(C)c2)no1 (centres undefined)	-1.5%
O=S(=O)(NCCCN1CCN(c2ccccc2F)CC1)c1cccc2cccnc12	-1.0%
O=C(NCc1cccnc1)C(=O)NCC(c1ccco1)N1CCN(c2ccc(F)cc2)CC1 (centres undefined)	0.0%
Cc1[nH]nc2c1C(c1cn[nH]c1-c1ccc(F)cc1)C(C#N)=C(N)O2 (centres undefined)	-5.5%

(more compounds)
structure	HRP luminol no ALR
CCCC(O)(c1ccc(OC)cc1)C(CN(C)C)c1ccccc1 (centres undefined)	-2.9%
Nc1ccc(Oc2cc(N)cc(Oc3ccccc3)c2)cc1	1.5%
Oc1ccc(/C=N/N=C/c2ccc(O)cc2)cc1	-5.8%
Cc1ccc(NC2CCCN(C(=O)c3snnc3C)C2)cc1C (centres undefined)	-2.4%
COc1ccc(N2CCN(C(=O)C3(C)CC3(Cl)Cl)CC2)cc1 (centres undefined)	-3.5%
O=C(O)c1ccc(-n2c(-c3cc(-c4ccco4)[nH]n3)n[nH]c2=S)cc1	4.6%
O=C(O)c1c(C(=O)O)c(-c2ccc(Br)cc2)n2c1CSC2	-0.2%
CNc1nnc(-c2cccc(N(C)C)c2)s1	1.1µM*
COc1ccc(S(=O)(=O)Nc2nc3ccccc3nc2Nc2cccc(C(=O)O)c2)cc1	-2.5%
COc1cccc(Nc2ccccc2C(=O)O)c1	2.2%
Cc1ccc(CN2CCSc3ccc(C(=O)NCCCN4CCN(C)CC4)cc32)cc1	-4.3%
COc1cc(OC)cc(C(=O)N2CCN=C2SCc2cccnc2)c1	0.0%
O=C(CNCc1cccs1)Nc1ccc(N2CCCCCC2)cc1	-4.4%
O=[N+]([O-])c1cccc(CN2CCN(c3cccc4[nH]ccc34)CC2)c1	-16%
c1ccc2[nH]c(SCc3cn4cccnc4n3)nc2c1	2.3%
CC(=O)Nc1ccc(S(=O)(=O)Nc2ccc(N3CCCCC3)cc2)cc1	-5.4%
CC(=O)Nc1ccc(N2C(=O)CSC2c2ccc(F)cc2)cc1 (centres undefined)	0.6%
Cc1ccc2nccc(C(=O)N3CCCC(Nc4ccc(F)cc4)C3)c2c1 (centres undefined)	-3.9%
CC(=O)N1CCN=C1SCc1cccc(F)c1	0.5%
O=C(C1CCCC1)N1CCCC(Nc2ccccc2)C1 (centres undefined)	-1.5%

No new results follow: entries from further up.
structure	HRP luminol no ALR
CC(=O)N1CCN=C1SCc1cccc(F)c1	0.5%
O=C(C1CCCC1)N1CCCC(Nc2ccccc2)C1 (centres undefined)	-1.5%

New compounds follow
structure	HRP luminol no ALR
O=C(O)CCc1ccc(-c2cccs2)n1NC(=O)c1cccs1	-2.5%
Cc1ccc(-c2csc(N=C(N)N)n2)cc1	0.3%
Oc1[nH]c2ccccc2c1C1=NCCCC1	-3.7%
COc1ccc(-c2coc3cc(O)ccc3c2=O)cc1O	-13%
CCCCC(=O)NNC(=O)N1c2ccccc2Sc2ccccc21	-5.3%
Nc1n[nH]c(N)c1N=Nc1ccccc1	-13%

Two entries from above in a different format:
molecule: COc1ccc(-c2coc3cc(O)ccc3c2=O)cc1O
  HRP luminol no ALR: -13%
molecule: CCCCC(=O)NNC(=O)N1c2ccccc2Sc2ccccc21
  HRP luminol no ALR: -5.3%

Some of the compounds tested; count on the stated rates, not on these rows.
